GSH bead fluor: compound fluorescence on glutathione beads, profiling panel, artefact control, biophysical, 488/530 nm, flow cytometry. GSH beads flow cytometry, compound fluorescence 488/530 nm; active compounds read high. fluorescence (KMESF) at 10 µM. 190,000 tested, 0.25% active. AID 1776, 2009; in the data active means fluorescence above about 89;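 further: glutathione beads carrying GST-tagged Bcl family fusion proteins plus one bare bead set; values are compound well signal with DMSO vehicle wells as background; inactives centre near 16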
Bfl-1 Bim block: inhibitors of Bim binding to Bfl-1, primary screen, biochemical, multiplexed, bead-based flow cytometry; Bim-Bfl-1 binding inhibition; AID 1008, 2008; 190,000 tested, 0.12% active; inhibition, % at 10 µM; Bcl-2-related protein A1 (Homo sapiens), Q16548;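 further: 0% = wells without compound plus tracer and 100% = blocker peptide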
RGS4-Gao reg: modulators of RGS4 binding to Galphao, primary screen, biochemical, multiplexed bead flow cytometry. 220,000 tested, 0.33% active. AID 1415, 2008. binding response (% of control), % at 10 µM. Guanine nucleotide-binding protein G(o) subunit alpha (Homo sapiens), P09471. actives lie on both sides; in the data active means binding response below about 49% or above about 150%; inactive means in between;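 further: fluorescent Galphao activated with aluminum fluoride binding bead-coupled RGS4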
Bim-Bcl-XL: inhibitors of Bim-Bcl-XL binding, primary screen, biochemical, multiplexed, bead flow cytometry, human Bcl-XL; Bim peptide-Bcl-XL binding, fluorescence; inhibition, % at 10 µM; 190,000 tested, 0.04% active
Target sequence (Q07817 whole entry, looked up): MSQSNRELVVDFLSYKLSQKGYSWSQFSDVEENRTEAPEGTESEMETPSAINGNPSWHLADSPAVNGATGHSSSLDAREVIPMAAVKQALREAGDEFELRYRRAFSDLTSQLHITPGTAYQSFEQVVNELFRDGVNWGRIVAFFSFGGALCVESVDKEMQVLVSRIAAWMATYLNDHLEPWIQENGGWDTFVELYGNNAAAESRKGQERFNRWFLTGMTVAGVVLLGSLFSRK
Bim-Bcl-W: inhibitors of Bim binding to Bcl-W, primary screen, biochemical, multiplexed, bead-based flow cytometry | 190,000 tested, 0.02% active | Bcl-2-like protein 2 (Homo sapiens), Q92843 | inhibition, % at 10 µM | Bim peptide-Bcl-W binding;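 further: 0% = bound tracer without compound and 100% = peptide blocker; higher means less fluorescent Bim peptide bound to Bcl-W beads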
Target sequence (Q92843 whole entry, looked up): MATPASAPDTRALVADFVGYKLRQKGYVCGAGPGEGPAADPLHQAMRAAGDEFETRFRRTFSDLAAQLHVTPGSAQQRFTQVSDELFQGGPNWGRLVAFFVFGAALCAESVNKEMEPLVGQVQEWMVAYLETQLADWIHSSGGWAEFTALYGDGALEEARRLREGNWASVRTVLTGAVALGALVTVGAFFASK
Mcl-1 Bim block: inhibitors of Bim peptide binding to Mcl-1, primary screen, biochemical, bead-based flow cytometry, multiplex; Induced myeloid leukemia cell differentiation protein Mcl-1 (Homo sapiens), Q07820; inhibition, % at 10 µM; 190,000 tested, 0.1% active; Bim peptide-Mcl-1 binding;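 further: 0% = no compound tracer wells and 100% = peptide blocker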
Target sequence (Q07820 whole entry, looked up): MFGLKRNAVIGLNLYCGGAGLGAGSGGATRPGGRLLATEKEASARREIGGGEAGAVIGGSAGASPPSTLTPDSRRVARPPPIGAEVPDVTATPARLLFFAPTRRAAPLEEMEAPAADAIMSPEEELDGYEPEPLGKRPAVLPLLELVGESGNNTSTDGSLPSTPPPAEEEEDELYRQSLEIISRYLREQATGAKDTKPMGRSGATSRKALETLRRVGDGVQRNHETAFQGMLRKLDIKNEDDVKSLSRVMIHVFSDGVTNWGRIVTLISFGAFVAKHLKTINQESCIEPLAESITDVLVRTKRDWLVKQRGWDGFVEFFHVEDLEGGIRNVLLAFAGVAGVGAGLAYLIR
RGS7-Gao reg: RGS7-Galphao binding modulators, primary screen, biochemical, multiplexed bead flow cytometry; 220,000 tested, 0.35% active; Guanine nucleotide-binding protein G(o) subunit alpha (Homo sapiens), P09471; binding response (% of control), % at 10 µM; actives lie on both sides; in the data active means binding response below about 49% or above about 150%; inconclusive means no clear call, values can overlap the other calls; inactive means in between;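 further: fluorescent Galphao held in activated GDP-AlF4 state binding bead-coupled RGS7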
Bcl-2 Bim block: inhibitors of Bim-Bcl-2 binding, primary screen, biochemical, multiplexed, human Bcl-2 family. Bead-based flow cytometry, Bim peptide-Bcl-2 binding. inhibition, % at 10 µM. 190,000 tested, 0.06% active. AID 950, 2007; in the data active means inhibition above about 40%; inconclusive means no clear call, values can overlap the other calls;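 further: 0% = no compound wells with probe peptide and 100% = reference peptide inhibitor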
Mcl1 Bid PPI: Mcl-1/Bid binding inhibitors, primary screen, biochemical, TR-FRET, 1536-well; Induced myeloid leukemia cell differentiation protein Mcl-1 (Homo sapiens), Q07820; TR-FRET Mcl-1/Bid-Dy647 peptide binding; inhibition, % at 21.7 µM; 220,000 tested, 0.97% active; AID 1021, 2008;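 active means compounds that cut the binding signal by more than half at the single screening dose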;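 further: His-tagged Mcl-1 with europium anti-His antibody binding Bid BH3 peptide; 0% = Mcl-1 plus peptide wells and 100% = peptide-only wells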
Bcl-B Bim block: inhibitors of Bim-Bcl-B binding, primary screen, biochemical, multiplexed, human Bcl-2 family; Bcl-2-like protein 10 (Homo sapiens), Q9HD36; 190,000 tested, 0.073% active; bead-based flow cytometry, Bim peptide-Bcl-B binding; AID 951, 2007; inhibition, % at 10 µM;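 further: 0% = tracer peptide without compound and 100% = reference inhibitor peptide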
Target sequence (Q9HD36 whole entry, looked up): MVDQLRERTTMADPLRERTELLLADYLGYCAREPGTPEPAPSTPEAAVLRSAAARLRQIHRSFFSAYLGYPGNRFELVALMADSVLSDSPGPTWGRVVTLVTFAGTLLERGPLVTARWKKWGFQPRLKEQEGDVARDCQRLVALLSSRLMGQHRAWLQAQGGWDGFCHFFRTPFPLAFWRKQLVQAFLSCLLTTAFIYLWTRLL
RGS8-Gao reg: RGS8-Galphao binding modulators, primary screen, biochemical, multiplexed bead flow cytometry; Guanine nucleotide-binding protein G(o) subunit alpha (Homo sapiens), P09471; actives lie on both sides; response (percent of control binding), % at 10 µM; 220,000 tested, 0.34% active; AID 1423, 2008; in the data active means response below about 60% or above about 140%; inactive means in between;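 further: Galphao activated as the GDP aluminium fluoride complex binding bead-coupled RGS8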
An asterisk follows results filed as active; u = inconclusive. Unless noted, no stated cut-off is given here; in the data, active means inhibition above about 40%. The order is random. Share with any hit: about 1.8%.

Bfl-1 Bim block	Mcl1 Bid PPI	RGS8-Gao reg	RGS4-Gao reg	Mcl-1 Bim block	Bcl-B Bim block	Bcl-2 Bim block	Bim-Bcl-W	Structure	Bim-Bcl-XL	RGS7-Gao reg	GSH bead fluor
0.0	3.2	96.0	89.6	-1.0	0.0	-1.0	0.0	Cc1ccc(SC(C)C(=O)Nc2ccccc2-c2ccccc2)cc1 (configuration not stated)	-1.0	89.8	24
-4.0	-9.2	96.6	98.5	5.0	-3.0	0.0	0.0	O=C(COC(=O)c1ccc(S(=O)(=O)N2CCCC2)cc1)Nc1cccnc1Cl	0.0	95.5	11
6.0	24.7	106.4	119.8	9.0	2.0	3.0	9.0	O=C(CSc1nc2ccccc2c(=O)n1-c1ccccc1)N1CCc2ccccc21	1.0	108.6	10
3.0	-52.8	98.1	100.8	0.0	-5.0	5.0	2.0	S=C1NC2(CCCC2)Nc2ccccc21	-2.0	99.5	20
-2.0	-16.1	101.1	99.8	0.0	11.0	4.0	0.0	CCN(CC)CCNC(=O)c1ccc(-n2c(C)cc3c2CCCC3=O)cc1	0.0	u	14
-6.0	-2.8	57.9*	49.8*	0.0	-2.0	-3.0	-1.0	CC1=NN(C(C#N)c2ccc(F)cc2)C(C)(C)C1 (configuration not stated)	-2.0	43.6*	16
-10.0	-28.2	100.0	101.3	1.0	-1.0	0.0	-2.0	Cc1nc(SCC(=O)Nc2ccccc2C(F)(F)F)c(C#N)c(C)c1CC(=O)c1ccc(Br)cc1	0.0	104.9	18
0.0	-22.9	105.5	101.7	2.0	-5.0	-1.0	-2.0	CN1CCN(C(=O)/C(=C\c2cccs2)NC(=O)c2cccs2)CC1	-2.0	105.6	10
-7.0	1.5	100.4	97.7	1.0	-6.0	-5.0	4.0	CC1CCN(S(=O)(=O)c2ccc(S(=O)(=O)NCC3COCCO3)cc2)CC1 (configuration not stated)	-3.0	101.7	51
-2.0	-5.9	103.0	101.6	-1.0	-1.0	3.0	0.0	CC12CN3CC(C)(CN(C1)C3c1ccc3c(c1)OCO3)C2 (configuration not stated)	-3.0	111.0	22
-1.0	-19.9	100.4	98.1	3.0	-2.0	-2.0	0.0	Cc1ccc(C(=O)Nc2cccc(C(=O)N3CCN(C)CC3)c2)cc1	-1.0	96.3	28
-3.0	-149.6	97.9	102.5	0.0	-17.0	-6.0	4.0	CCNC(=S)NNC(=O)c1cc(-c2cccc(C)c2)nc2ccccc12	11.0	101.9	56
5.0	-17.0	135.2	113.0	2.0	3.0	1.0	6.0	COc1ccc(CNC(=O)CSc2ncn[nH]2)cc1	2.0	113.0	19
-9.0	-4.3	98.9	98.6	2.0	-5.0	-5.0	2.0	CCc1ccc(NC(=O)C(CC)Sc2nc3cc4c(cc3c(=O)n2Cc2ccco2)OCO4)cc1 (configuration not stated)	-10.0	99.0	43
-13.0	-10.7	101.8	100.8	0.0	-8.0	-5.0	-2.0	COc1ccc2cc(C(c3nnnn3Cc3ccc(F)cc3)N3CCCCCC3)c(=O)[nH]c2c1 (configuration not stated)	-5.0	103.2	37
-18.0	-7.0	100.2	94.8	-1.0	-7.0	-9.0	0.0	Cc1cc(NC(=O)CSc2nnc(COc3cccc(C)c3C)n2C)no1	-1.0	97.6	27
-12.0	-11.8	78.9	86.1	0.0	-10.0	-22.0	-2.0	O=C(N/N=C/c1cn(Cc2ccccc2)c2ccccc12)c1cccnc1	-7.0	82.2	15
-4.0	6.7	98.8	94.7	-2.0	-4.0	-6.0	-1.0	COc1ccc(Nc2nc(Cl)nc(Nc3ccc(OC)cc3)n2)cc1	-5.0	98.9	14
-11.0	8.7	107.2	106.1	-2.0	-9.0	-12.0	-1.0	COc1ccc(CNc2ccc(-c3ccccc3OC)nn2)cc1	-4.0	106.0	17
-8.0	-39.4	102.3	106.4	0.0	-2.0	-2.0	2.0	CCCOc1ccc(N2C(=O)CC(N3CCN(c4nc5ccccc5s4)CC3)C2=O)cc1 (configuration not stated)	0.0	104.2	8
0.0	5.9	99.3	103.3	-2.0	-4.0	0.0	3.0	CCN(CCO)c1ccc(-n2c(N)c(C(=O)OC)c3nc4ccccc4nc32)cc1	-2.0	103.2	71
0.0	-3.8	99.2	98.1	-2.0	0.0	-1.0	-1.0	O=C(O)CCCC(=O)OCCCCc1cccs1	-1.0	103.6	17
2.0	-17.9	97.6	100.8	-1.0	2.0	-1.0	1.0	CCOc1ccc(NC(=O)C(C)O)c(NS(=O)(=O)c2ccc(CCNC(C)=O)cc2)c1 (configuration not stated)	-5.0	102.3	31
18.0	-50.4	94.3	91.4	-11.0	-26.0	9.0	3.0	Cc1ccc(/C=C/C(=O)Nc2ccncc2)o1	-3.0	96.7	3
-2.0	17.6	98.6	98.3	0.0	1.0	-1.0	0.0	Cc1cccc(OCC(=O)N2CCC(N3CCOCC3)CC2)c1	1.0	100.5	22

Of the compounds above, these have a thiophene ring, fused or not.
Bfl-1 Bim block	Mcl1 Bid PPI	RGS8-Gao reg	RGS4-Gao reg	Mcl-1 Bim block	Bcl-B Bim block	Bcl-2 Bim block	Bim-Bcl-W	Structure	Bim-Bcl-XL	RGS7-Gao reg	GSH bead fluor
0.0	-22.9	105.5	101.7	2.0	-5.0	-1.0	-2.0	CN1CCN(C(=O)/C(=C\c2cccs2)NC(=O)c2cccs2)CC1	-2.0	105.6	10
0.0	-3.8	99.2	98.1	-2.0	0.0	-1.0	-1.0	O=C(O)CCCC(=O)OCCCCc1cccs1	-1.0	103.6	17

(more compounds)
Bfl-1 Bim block	Mcl1 Bid PPI	RGS8-Gao reg	RGS4-Gao reg	Mcl-1 Bim block	Bcl-B Bim block	Bcl-2 Bim block	Bim-Bcl-W	Structure	Bim-Bcl-XL	RGS7-Gao reg	GSH bead fluor
-3.0	11.5	106.6	105.2	-5.0	-4.0	0.0	-7.0	COCCCNCCOCCOc1ccc(C)cc1Br	-6.0	102.3	17
-5.0	-4.2	99.0	101.2	1.0	-3.0	1.0	0.0	COC(=O)c1ccccc1NC(=O)CNC(=O)c1ccc(OC)cc1	0.0	98.2	11
-8.0	-33.6	107.1	109.0	0.0	-2.0	0.0	0.0	CC1C(C#N)=C(N)OC2=C1C(=O)CC(c1ccccc1)C2 (configuration not stated)	-4.0	109.6	12
-2.0	-4.5	94.9	90.9	-2.0	-7.0	0.0	3.0	Cc1c(Cc2ccccc2)c(=O)oc2c(O)c(O)ccc12	-3.0	u	17
-5.0	-8.0	97.2	98.0	-8.0	-8.0	-5.0	-5.0	CS(=O)(=O)N1CCN(c2ccccc2F)CC1	-10.0	93.3	32
-2.0	-5.7	106.5	110.1	0.0	1.0	-1.0	0.0	Cc1ccc2[nH]c3c(N4CCN(Cc5ccc6c(c5)OCO6)CC4)ncnc3c2c1	0.0	102.3	12
-8.0	-39.5	97.4	97.0	0.0	-5.0	-4.0	3.0	Cc1cccc(C(=O)O/N=C(\N)c2ccc(Br)cc2)c1	-3.0	99.7	34
-1.0	-0.6	101.9	101.5	-2.0	-4.0	0.0	-2.0	CCCc1cc2c(cc1NC(=O)c1ccc(C(C)(C)C)cc1)OCO2	-4.0	100.1	10
-9.0	32.1	99.2	97.9	4.0	1.0	1.0	3.0	O=C(CSc1oc(-c2ccc(F)cc2)nc1S(=O)(=O)c1ccc(F)cc1)NCC1CCCO1 (configuration not stated)	2.0	97.4	18
-11.0	-16.2	104.3	101.4	-2.0	-12.0	-5.0	-3.0	CCc1nnc(NC(=O)CSc2nnc(COc3ccc(C#N)cc3)n2-c2ccccc2)s1	-3.0	95.8	23
-11.0	6.1	99.7	99.7	1.0	-2.0	-7.0	1.0	CCn1c(=O)c(C(=O)NCc2ccccn2)c(O)c2ccccc21	0.0	95.1	6
-5.0	-47.2	111.6	105.4	0.0	-6.0	0.0	-5.0	COc1ccc(O)c(C=NCC(C)N=Cc2cc(OC)ccc2O)c1 (configuration not stated)	-6.0	106.0	8
-4.0	-8.2	100.7	99.5	0.0	-1.0	-1.0	-1.0	CSC1=N/C(=C\c2ccc(C)cc2)C(=O)S1	-1.0	99.6	29
-2.0	11.8	93.7	85.6	0.0	-7.0	-2.0	0.0	CC(=O)N/N=C/c1cc([N+](=O)[O-])ccc1OCCOc1ccccc1	0.0	81.2	15
4.0	-19.6	96.9	98.2	-3.0	-14.0	-1.0	8.0	CC1(C)Cc2c(C#N)c(N)sc(=S)c2CO1	-6.0	101.2	39
-4.0	-41.8	99.6	98.7	-3.0	-5.0	-4.0	2.0	COc1ccc(-c2[nH]ncc2CN2CCCC(C(=O)c3ccc(OC)cc3OC)C2)cc1 (configuration not stated)	-3.0	100.3	17
-6.0	-1.1	93.8	87.9	0.0	-1.0	-4.0	-1.0	Cc1ccc(Cn2ccnc2C(=O)Nc2ccccc2)cc1	-2.0	u	10
13.0	16.2	105.2	102.5	8.0	11.0	9.0	9.0	CC(NC(=O)/C(C#N)=C/c1ccc(Cl)c([N+](=O)[O-])c1)c1ccccc1 (configuration not stated)	8.0	100.2	9
-9.0	-10.3	84.8	72.8	-2.0	-8.0	-6.0	0.0	Cc1ccc(S(=O)(=O)NC(C)C(c2cccs2)N2CCN(c3ccccc3)CC2)cc1 (configuration not stated)	-5.0	70.3	26
2.0	-0.2	105.6	103.6	0.0	1.0	-1.0	0.0	O=C(Nc1ccc2c(c1)CCC2)c1ccc(Cl)nc1	0.0	107.3	12
1.0	-62.6	107.2	108.7	-4.0	-18.0	-2.0	-3.0	S=C(Nc1ccccc1Cl)N1CCN(Cc2ccccc2)CC1	-5.0	109.8	12
-21.0	-1.6	101.2	104.8	-7.0	-13.0	-13.0	-3.0	COC(=O)CNC(=O)C1CCN(c2nc(C)cc(C)n2)CC1	-7.0	98.6	22
5.0	-12.2	90.3	88.7	0.0	-1.0	0.0	0.0	CC(C)OC(=O)CSc1nnc(-c2ccc(Cl)cc2Cl)o1	1.0	88.9	19
-5.0	-30.9	100.9	101.0	-1.0	-4.0	-4.0	2.0	O=C(Nc1nc2ccccc2[nH]1)c1ccccc1	0.0	102.0	20
-2.0	-10.0	99.5	96.8	-2.0	-1.0	-1.0	0.0	NS(=O)(=O)c1ccc(NC(=O)CSc2nnc(-c3cnccn3)n2-c2ccccc2)cc1	-2.0	98.5	17
3.0	-22.0	100.3	102.3	-3.0	-4.0	0.0	-4.0	CCN(CC)S(=O)(=O)c1ccc(N2CCOCC2)c(NC(=O)C2CCCC2)c1	-5.0	99.5	7
0.0	-5.4	99.7	100.1	-3.0	-2.0	-2.0	-2.0	COc1ccccc1NC(=O)CSc1ccc(-c2cccs2)nn1	-4.0	102.3	66
-16.0	23.4	103.1	101.1	0.0	-7.0	-12.0	1.0	CCCSc1nc(N)nc(-c2cccs2)c1C#N	-7.0	95.0	33
-17.0	2.8	101.5	100.5	-4.0	-9.0	-8.0	-2.0	COc1ccc(CNC(=O)Nc2cccc(C(F)(F)F)c2)cc1OC	-10.0	99.1	18

Source: PubChem BioAssay (several laboratories)
